Screens deposited in PubChem by several laboratories.
MT stabilize HCS – microtubule stabilization, imaging screen; AID 2205; hit rate 0.83% among 200,000; HeLa tubulin immunostaining HCS, 24 h; share of cells brighter than vehicle mean+2SD; % tubulin-high responders, % at 10 µM;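 active = plate Z-score above 3 for both tubulin-high and condensed-nucleus cell shares, with cell loss under 80%, at 10 µM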;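 also: anti alpha tubulin signal scored within the nucleus-defined area of each cell; some results filed as inactive read as strong as hits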
M1AAP inhibition – malaria alanyl aminopeptidase activity blockers – biochemical, fluorogenic H-Leu-NHMec substrate, 1536-well (AID 1445); recombinant M1AAP, H-Leu-NHMec fluorogenic kinetic assay; higher % means a stronger effect; one-dose inhibition, % at 30 µM; IC50 in µM for titrated hits; hit rate 0.42% among 220,000;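 active = primary inhibition above the hit cutoff, then over 50% inhibition at one or more dose response concentrations, cut at about 23% in these data, passing the limit was not always enough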;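 also: plate controls were DMSO full reaction for no effect and no enzyme background for full effect; strong numbers were not always called active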
Autophagy HCS – modulators of autophagy | MEF GFP-LC3 puncta imaging; test concentration mostly 10 µM | calls only at 10 µM (by protocol) | hit rate 0.98% among 190,000 | AID 463193;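 active = percentage of spot-positive cells more than 3 SD above its plate mean, without a fluorescence outlier flag or 80% toxicity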;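 also: spot-positive cell cutoff set from DMSO-treated cells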
M17LAP inhibition – P. falciparum M17LAP inhibitors, primary screen, biochemical, fluorogenic H-Leu-NHMec substrate, 1536-well (AID 1619); recombinant M17LAP, H-Leu-NHMec fluorogenic kinetic assay; higher % means a stronger effect; inhibition, % at 30 µM, or IC50 in µM where a hit was titrated; hit rate 0.38% among 220,000;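 active = compound inhibiting the enzyme by more than half at any dose during confirmatory dose-response retesting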;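 also: plate controls were full reaction with DMSO carrier for no effect and no enzyme background for full effect; strong numbers were not always called active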
b-catenin transl – alters nuclear translocation of beta-catenin in HeLa cells. immunofluorescence imaging. nuclear translocation activity, % at 5 µM. hit rate 0.3% among 190,000;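 active = nuclear translocation activity above 50% at 5 µM, with a well cell count of 50 or more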;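 also: per-cell ratio of nuclear to cytoplasmic median beta-catenin stain intensity; plate controls were DMSO negative control for no effect and GSK-3 inhibitor IX positive control for full effect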
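Test system: human HeLa cell line; Doses: 5 µM primary, 0.02–20 µM confirmation; Incubation: 24 h compound exposure, 37°C; Detection: beta-catenin immunofluorescence imaging with DAPI; Read-out: beta-catenin nuclear/cytoplasmic ratio, % activation.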
CSM14.1 death rescue – rescue of cells from ER stress-induced death, primary screen, 384-well, CSM14.1, thapsigargin, ATP luminescence (AID 1222); CSM14.1 thapsigargin-induced death rescue, ATP luminescence; higher % means a stronger effect; cellular ATP content (survival), % at 20 µM, or EC50 in µM where a hit was titrated; 190,000 tested, under 10 active;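 active = EC50 below 50 µM in the dose-response confirmation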;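 also: death triggered by thapsigargin at about 15 µM added after 2 h compound pretreatment; cell ATP read after overnight thapsigargin exposure of roughly 18 to 22 hours; normalized against plate controls of thapsigargin alone and 5% DMSO vehicle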
UTI89 phage lysis – protection from phage-mediated lysis, alamar blue read-out – E. coli UTI89, K1F phage, bacterial capsule biogenesis inhibitors (AID 488966); E. coli UTI89 K1F phage lysis, alamar blue, 2 h; higher % means a stronger effect; inhibition, % at 100 µM, or IC50 in µM where a hit was titrated; hit rate 0.02% among 340,000;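 active = phage lysis inhibition, versus mean bacterial control, above a set limit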;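 also: capsule biogenesis inhibitors block K1F phage lysis so surviving cells raise fluorescence; higher fluorescence means more inhibition of phage lysis; actives were called in the ten point dose series up to 300 µM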
Ins promoter up – MIN6 insulin promoter up-regulation. MIN6 insulin promoter-GFP reporter, high-content imaging; stronger effect = higher value. z-score at 5 µM. hit rate 0.3% among 190,000;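 active = z-score above 3 at 5 µM with at least 500 cells counted in the well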
Dynein cargo inh – blocks dynein driven cargo transport along microtubules. 3617.4 mouse cells, GR-EGFP nuclear translocation imaging; test concentration mostly 20 µM; stimulated with dexamethasone, 1 µM; stronger effect = lower value. z-score, hits read low. hit rate 0.47% among 220,000. AID 1381;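 active = plate z-score of nuclear minus cytoplasmic receptor signal below a set negative limit, without overly bright fluorescence or cell loss, cut at about -3.5 in these data, passing the limit was not always enough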;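 also: z-score of nuclear minus cytoplasmic ring GR-EGFP intensity difference per well; some compounds called inactive have numbers as strong as hits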
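Buffer or medium: tet-free, stripped-serum medium; reagent: dexamethasone at 1.0 µM final, 30 min; incubation: 48 h induction, 1 h compound, 30 min dex at 37 °C; measured by: formaldehyde fixation, Hoechst nuclear stain, 10x automated fluorescence imaging; read-out: nuclear-to-cytoplasmic GR-EGFP distribution per well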
Dynein cargo inh cytoplasmic EGFP – also measured in Dynein cargo inh; calls as there; z-score; measured here: cytoplasmic GR-EGFP intensity; stronger effect = higher value
Dynein cargo inh nuclear GR-EGFP – also measured in Dynein cargo inh; calls as there; z-score; measured here: nuclear GR-EGFP intensity;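 lower value marks the stronger effect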
Dynein cargo inh cell count – recorded beside Dynein cargo inh, whose call it bears; z-score; measured here: cell count per field
Ins promoter up cell count – further read-out of Ins promoter up, marked with its call; cell count; measured here: cytotoxicity, nuclei count;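 total cells summed across four imaged fields per well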
b-catenin transl cell count 5 µM – further read-out of b-catenin transl, marked with its call; cell count; measured here: cell count, cytotoxicity flag
MT stabilize HCS Hoechst-high % – further read-out of MT stabilize HCS, marked with its call; % Hoechst-high responders; measured here: nuclear condensation Hoechst responders;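 share of cells brighter than vehicle mean plus two SD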
MT stabilize HCS cytotoxicity % – second read-out of MT stabilize HCS, no call of its own (marks repeat the call); toxicity, %; measured here: cytotoxicity by cell density;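 0% = mean cell density of plate MIN control wells and 100% = no cells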
Autophagy HCS cell loss 18 h – recorded beside Autophagy HCS, whose call it bears; toxicity, %; measured here: cell loss, nuclei count;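 cell loss after 18 h compound exposure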
* marks the source's active call; other numbers are inactive results; i = inactive; · = not tested or not shown; [ ] = remark or other dose.

No.	canonical_smiles	MT stabilize HCS	MT stabilize HCS Hoechst-high %	MT stabilize HCS cytotoxicity %	M1AAP inhibition	Autophagy HCS	Autophagy HCS cell loss 18 h	M17LAP inhibition	b-catenin transl	b-catenin transl cell count 5 µM	CSM14.1 death rescue	UTI89 phage lysis	Ins promoter up	Ins promoter up cell count	Dynein cargo inh	Dynein cargo inh cytoplasmic EGFP	Dynein cargo inh nuclear GR-EGFP	Dynein cargo inh cell count
1	CCOC(=O)c1cnc2c(cnn2C)c1Cl	2.7	3.4	9.0	10%	i	-1	-3%	-1.7	1129	·	0.3%	0.47	1322	-0.81	-0.36	0.033	0.1
2	COc1ccc2c(c1OC)C(=O)OC2c1c(O)nc(SC)n(-c2ccccc2)c1=O (stereo unspecified)	2.5	1.1	2.7	-1%	i	2	30%	·	·	-2.9%	0.8%	-1.1	1328	-0.21	-0.15	-0.22	0.37
3	Clc1ccc(C2Nc3ccccc3-n3cccc32)cc1 (stereo unspecified)	4.2	2.3	4.6	7%	·	·	2%	-1.7	1068	·	5.2%	·	·	2	-0.059	1.6	-0.71
4	Cc1ccc(CNC(=O)C2CC3Cn4c(nc5cc(C)c(C)cc54)C3N2C)o1 (stereo unspecified)	·	·	·	2%	·	·	-8%	0.7	1359	·	1.0%	-0.1	912	-0.81	-0.76	-0.36	0.47
5	O=C(CNC(=O)c1ccc(-c2ccccc2)cc1)OCc1ccc(Cl)cc1	3.4	2.2	2.6	-1%	i	24	1%	0.4	555	0.9%	1.4%[50 µM]	0.08	1216	-0.051	-0.25	0.92	-0.37
6	CCCCCn1c(CN2CCN(C(=O)OCC)CC2)nc2c1c(=O)[nH]c(=O)n2C	1.9	2.0	3.5	7%	i	-3	-9%	0.0	1091	-2.4%	-3.5%	-0.07	1798	-0.71	-0.21	-0.4	1.1
7	CC1(C)SC2c3ccccc3C(=O)N2[C@@H]1C(=O)NCc1ccco1 (stereo partly specified)	4.2	2.1	6.9	8%	i	7	8%	-1.3	1108	3.1%	7.7%	0.02	1050	-0.48	-0.18	0.046	-0.15
8	Cc1ccc(CCNC(=O)C23CN(Cc4ccccc4)CC2C(c2ccc([N+](=O)[O-])cc2)=NO3)cc1 (stereo unspecified)	2.8	2.2	11	8%	i	22	8%	1.3	779	-0.6%	2.9%	-2	965	0.15	-0.18	0.37	1.3
9	O=C(CN1C(=O)S/C(=C/c2ccncc2)C1=O)N1CCOCC1	4.3	2.4	8.3	2%	i	-5	19%	-3.6	576	0.0%	0.3%	-0.04	1217	-0.17	-0.25	0.016	-0.25
10	COC(=O)CSc1nc(N2CCOCC2)c2c(c1C#N)CC(C)(C)N(C)C2	2.6	1.5	8.4	9%	i	1	-15%	0.5	1131	3.0%	0.3%	-1	1339	0.66	-0.28	-0.45	0.27
11	COC(=O)CN1C(=O)S/C(=C/c2cc(C)n(C)c2C)C1=O	1.7	1.2	0.0	10%	i	0	13%	0.2	1360	-1.4%	0.3%	0.18	1668	1.1	-0.18	0.27	-0.79
12	O=C(N/N=C/c1sc2ccccc2c1O)c1ccccc1	8.4	2.0	17	-2%	i	15	45%	·	·	1.6%	0.0%	-0.14	1413	1.5	0.1	1.1	-0.42
13	COc1cccc(NC(=O)CCN2C(=O)c3ccc([N+](=O)[O-])cc3C2=O)c1	2.1	3.4	12	6%	i	12	20%	-0.5	1088	-1.0%	0.0%	-0.1	1153	1.6	-0.048	1	-1.8
14	CCN(CC)S(=O)(=O)c1ccc(C)c(NC(=O)COC(=O)[C@@H]2CCCN2C(=O)c2cccs2)c1	1.1	2.3	0.1	3%	i	12	9%	-2.9	1082	0.1%	0.5%	0.28	1259	-0.13	-0.32	-0.18	0.29
15	COc1cccc(-c2cc(C(=O)NCCCn3ccnc3)no2)c1	1.2	1.6	5.5	-2%	i	10	1%	2.0	1026	-1.2%	0.9%	0.58	823	-0.52	-0.32	-0.26	0.18
16	COc1cc(OC)cc(C(=O)N[C@H](C(=O)OCC(=O)N2CCc3ccccc32)C(C)C)c1	5.1	2.7	8.5	-1%	i	-1	-1%	-2.6	1133	·	-0.3%	0.52	1173	0.5	-0.3	0.49	0.74
17	COc1cc(C2C(C#N)=C(N)Oc3n[nH]c(-c4cccnc4)c32)ccc1OCC(N)=O (stereo unspecified)	·	·	·	4%	·	·	1%	0.7	1327	·	1.0%[50 µM]	0.53	1048	-0.11	-0.23	0.42	0.93
18	OC(COC(c1ccc(F)cc1)c1ccc(F)cc1)CN1CCc2ccccc2C1 (stereo unspecified)	4.5	2.1	0.5	-2%	i	19	5%	2.9	959	0.5%	3.5%	-1.8	1342	0.56	-0.24	0.42	0.12
19	Cc1ccc(S(=O)(=O)NC(=NCC(=O)O)c2ccccc2)cc1	2.1	1.3	13	9%	i	-2	-3%	-5.6	1032	1.4%	0.7%	0.04	1241	-0.92	-0.22	-0.22	1.1
20	COc1ccc(NC(=O)C2CCCN2S(=O)(=O)c2ccc3c(c2)CCC(=O)N3)c(OC)c1 (stereo unspecified)	6.0	3.0	1.5	1%	i	3	-2%	·	·	0.7%	5.1%	-1.1	968	-0.67	-0.26	-0.28	0.21
21	COC(=O)[C@H](CCSC)NC(=O)Nc1cccc(Br)c1	·	·	·	-1%	·	·	6%	-1.8	1183	·	1.2%	0.08	1371	0.19	-0.27	0.035	0.36
22	CCN1C(=O)C(NC(C)=O)c2cc(Br)ccc21 (stereo unspecified)	3.1	2.8	11	1%	i	-40	-2%	-2.1	987	1.5%	0.8%	0.17	1440	1.3	-0.17	1.1	-1.1
23	CC(C)(C)C(=O)Nc1c2c(nc3c1CCC3)CCCC2	4.2	2.0	12	-1%	i	-19	0%	-0.4	1129	0.6%	0.5%	0.15	974	2.2	-0.13	1.1	-3
24	COC(=O)N/N=C/c1cc(Br)ccc1O	3.0	1.5	6.8	18%	i	10	0%	0.4	1244	-1.0%	-0.7%	0.3	1446	-0.034	0.04	0.26	-1.6
25	N#Cc1ccc(-c2cccs2)nc1SCc1cccnc1	·	·	·	0%	·	·	-1%	135*	353*	·	·	0.27	633	-0.21	-0.12	0.37	0.44

No.	canonical_smiles	MT stabilize HCS	MT stabilize HCS Hoechst-high %	MT stabilize HCS cytotoxicity %	M1AAP inhibition	Autophagy HCS	Autophagy HCS cell loss 18 h	M17LAP inhibition	b-catenin transl	b-catenin transl cell count 5 µM	CSM14.1 death rescue	UTI89 phage lysis	Ins promoter up	Ins promoter up cell count	Dynein cargo inh	Dynein cargo inh cytoplasmic EGFP	Dynein cargo inh nuclear GR-EGFP	Dynein cargo inh cell count
26	Nc1nnnn1/N=C/c1ccccc1OCc1ccc(Cl)cc1	3.2	2.3	4.8	5%	i	-8	62%	6.0	533	-2.8%	-0.2%	·	·	-0.42	-0.19	-0.13	0.66
27	CCNC(=O)NC(=O)C(C)OC(=O)[C@H](C)NS(=O)(=O)c1c(C)c(C)cc(C)c1C (stereo partly specified)	·	·	·	1%	·	·	3%	-0.9	1280	·	0.3%	1.6	1102	-0.55	-0.18	0.46	-0.45
28	O=C(O)Cn1cc(/C=C2\SC(=O)N(c3ccccc3)C2=O)c2ccccc21	1.1	1.4	4.3	6%	i	5	15%	0.3	1554	-0.9%	0.8%	-0.51	1476	0.26	-0.3	-0.035	0.75
29	CC1N(C)c2cc(NC(=O)c3cccs3)c(P(=O)(Nc3ccc([N+](=O)[O-])cc3)N3CCOCC3)cc2C1(C)C (stereo unspecified)	4.9	1.2	12	2%	i	-2	3%	1.0	1069	0.1%	2.2%	-1.7	1262	-0.11	0.15	-0.018	0.14
30	COCCn1c(=NC(=O)c2ccc3c(c2)OCO3)c(C#N)cc2c(=O)n3cccc(C)c3nc21	5.0	2.2	7.9	7%	i	29	-34%	1.2	1115	-1.7%	·	-0.06	1398	-1.3	2	-0.28	1
31	CCOC(=O)CSc1nc2sc3c(c2c(=O)n1CC)CC(C)(C)OC3	5.4	1.8	12	4%	i	7	2%	-1.3	1362	7.4%	0.1%	0.59	1770	1.1	-0.24	0.63	-0.48
32	O=C(CCn1c(=O)sc2ccccc21)NCCN1CCOCC1	3.7	2.6	4.6	·	i	10	·	·	·	·	0.1%	·	·	-0.34	-0.024	-0.0037	0.13
33	O=C(Nc1ccc(Cl)cc1C(=O)O)c1ccc2c(c1)C(=O)N(Cc1ccco1)C2=O	3.4	2.8	6.5	137µM*	i	6	57%	-1.2	921	-1.4%	0.5%	·	·	-0.12	-0.29	0.97	-0.17
34	Cc1cc(C)n2nc(SCCOc3ccccc3)nc2n1	3.5	2.5	7.8	12%	i	7	-1%	-1.6	951	1.5%	0.3%	0.51	1353	0.48	0.0088	0.4	-1.6
35	O=C(OCc1nc2ccccc2s1)c1ccccc1O	2.1	1.8	1.7	-2%	i	7	14%	-0.1	1040	-0.2%	-0.1%	0.19	1306	0.38	-0.11	0.5	-1.3
36	O=C(O)CC1S/C(=N/N=C2CCCCC2)N(c2ccccc2)C1=O (stereo unspecified)	3.6	2.5	5.2	-5%	i	-3	9%	-0.6	867	-1.6%	0.5%[50 µM]	0.57	1377	-0.36	-0.26	-0.099	-0.27
